High-throughput results as filed in PubChem BioAssay.
USP2a inh: USP2a (human) protease inhibition; O75604; 0.01% of 330,000 active; USP2 core, Ub-CHOP2 coupled fluorogenic reporter, 485/531; AID 463254; Potency, µM (highest dose often 38.3 µM), without a hit: at the top dose activity change, negative = inhibition, actives largely listed as inhibitors;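 note: potency is the fitted concentration of half-maximal effect; plate controls were DMSO wells for no effect and full inhibition by NEM control for full effect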
Target sequence (O75604 whole entry, looked up): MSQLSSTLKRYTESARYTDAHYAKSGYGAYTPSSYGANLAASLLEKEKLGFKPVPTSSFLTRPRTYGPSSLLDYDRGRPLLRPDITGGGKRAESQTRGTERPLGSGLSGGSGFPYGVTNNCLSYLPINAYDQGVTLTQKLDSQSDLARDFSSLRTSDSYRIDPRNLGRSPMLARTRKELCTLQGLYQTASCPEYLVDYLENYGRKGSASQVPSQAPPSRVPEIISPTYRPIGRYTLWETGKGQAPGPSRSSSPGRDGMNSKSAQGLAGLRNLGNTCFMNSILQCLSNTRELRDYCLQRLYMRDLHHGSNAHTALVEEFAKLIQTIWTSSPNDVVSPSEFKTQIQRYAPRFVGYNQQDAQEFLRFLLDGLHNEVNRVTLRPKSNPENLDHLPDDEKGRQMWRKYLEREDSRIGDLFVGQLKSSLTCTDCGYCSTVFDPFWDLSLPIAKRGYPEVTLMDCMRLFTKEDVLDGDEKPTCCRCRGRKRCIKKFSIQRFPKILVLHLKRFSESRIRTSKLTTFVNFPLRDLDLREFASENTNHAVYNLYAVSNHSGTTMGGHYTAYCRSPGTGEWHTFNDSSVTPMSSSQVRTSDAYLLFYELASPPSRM
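Deubiquitinase activity read as fluorescence (485/531 nm) after Ub-CHOP2 cleavage activates the enterokinase reporter on its substrate; USP2 core 10nM, Ub-CHOP2 and substrate 25nM each, 30min compound preincubation then 60min RT; data normalized to NEM, curves fitted.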
hERG WT inh: KCNH2 (human, wildtype) channel inhibition | U2OS, BacMam KCNH2, thallium flux FluxOr; active compounds read low | activity change, % at 1.84 µM | 0.37% of 340,000 active | AID 720551;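 active = maximum activity change below -70%; inconclusive = maximum activity change between -70% and -50%; inactive = maximum activity change above -50%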; note: % is set by controls: 0 for no effect and ±100 for the full control effect
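U2OS cells were transduced with wild-type KCNH2 virus (2.03 x 10^8 / mL) for 4 h at room temperature, then cultured overnight at 37 C. Thallium flux was read with FluxOr dye. Rate constants were normalized to DMSO controls.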
TRPV1 agonist: human TRPV1 agonism | activation, % at 8.33 µM | AID 540275 | 0.19% of 320,000 active | TRPV1-expressing cells, Fluo-8 calcium influx, agonist mode; in the data active = activation above about 80%; inconclusive = between about 30% and that limit; note: 0% is about no effect
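Fluo-8 calcium influx in TRPV1-expressing cells, kinetic read (ex 480/em 520 nm). Compound added and read 3 min for agonist activity, followed by capsaicin at EC20 final and 2 min further read for enhancement.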
B2AR arrestin: beta2AR (human) beta-arrestin recruitment activity | P07550 | beta-arrestin recruitment to beta2AR, cell-based reporter | Potency, µM (doses to about 46.1 µM), for inactives: top-dose activation, most hits filed as activators | 0.02% of 330,000 active;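 note: potency is the fitted concentration of half-maximal effect; 0% = DMSO controls and full agonism = EC100 isoproterenol or metaproterenol; nearly all actives have a fitted effect of over 65% in size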
Target sequence (P07550 whole entry, looked up): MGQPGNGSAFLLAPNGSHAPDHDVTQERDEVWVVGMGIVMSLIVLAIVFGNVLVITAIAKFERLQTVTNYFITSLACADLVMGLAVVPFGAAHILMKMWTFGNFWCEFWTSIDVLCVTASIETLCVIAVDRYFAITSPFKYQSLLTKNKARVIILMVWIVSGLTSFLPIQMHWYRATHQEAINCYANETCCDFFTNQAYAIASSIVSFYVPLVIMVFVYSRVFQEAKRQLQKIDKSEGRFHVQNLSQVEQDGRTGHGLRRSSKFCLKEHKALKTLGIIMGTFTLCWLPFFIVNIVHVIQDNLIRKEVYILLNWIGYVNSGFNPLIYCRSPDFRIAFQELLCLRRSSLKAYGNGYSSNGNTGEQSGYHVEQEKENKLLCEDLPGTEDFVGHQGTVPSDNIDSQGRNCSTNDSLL
GALK inh: blocks human galactokinase activity | Potency, µM (doses to about 57.5 µM), without a hit: top-dose activity change, negative = inhibition, most hits filed as inhibitors | Purified GALK, Kinase-Glo residual ATP luminescence | AID 1868 | P51570 | 0.007% of 270,000 active; note: potency is the fitted concentration of half-maximal effect; % is set by controls: 0 for no effect and ±100 for the full control effect
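Kinase-Glo Plus luminescence measured ATP left after a 1 h room-temperature reaction. The reaction used 5 nM GALK, 100 uM galactose and 35 uM ATP at pH 8.0 (20 mM HEPES, 5 mM MgCl2, 60 mM NaCl, 1 mM DTT, 0.01% BSA).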
CXXC DNA block: MLL CXXC-DNA interaction inhibition; MLL-CXXC / FITC-HOXA9 DNA fluorescence polarization; Potency, µM (titrated, usually from 115 µM), for inactives: at the top dose activity change, negative = inhibition, hits mostly inhibitors; 0.037% of 290,000 active; AID 2662; active = well fitted inhibition curve with a large enough effect in the polarisation, with a control signal flat, not every such curve was filed as active; inconclusive = small, poorly fitted or top-dose-only effect, or effect the other way, or a change in a side signal; inactive = no such curve, though single readings can be large or run the other way; the % refers to the polarisation; note: potency is the fitted concentration of half-maximal effect
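Fluorescence polarization: 7 uM MLL-CXXC (stock) preincubated 5 min with compounds, then 50 nM fluorescein-HOX-A9 DNA (stock) added; 30 min ambient. Buffer 50 mM Tris-HCl pH 7.5, 50 mM NaCl, 1 mM DTT, 0.05% BSA.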
Giardia kill: kills Giardia lamblia; Giardia lamblia trophozoite viability; activity change, % at 7.66 µM, hits read low; 0.15% of 340,000 active; in the data active = activity change below about -80%; inconclusive = between about -30% and that limit;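 note: parasites exposed to compound for two days anaerobically before the ATP read; % is set by controls: 0 for no effect and ±100 for the full control effect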
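Viability, read as ATP luminescence: trophozoites at 100 cells/well, compound added, 48 hrs anaerobic at 37 deg C, then 15-30 min room-temperature development before reading.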
KCNH2 3.1 inh: KCNH2 3.1 (human) potassium channel inhibition; U2OS KCNH2 3.1, thallium flux FluxOr; active compounds read low; activity change, % (tested at about 1.8 µM); 0.95% of 340,000 active; AID 720553;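 active = maximum activity change below -70%; inconclusive = maximum activity change from -70% to -50%; inactive = maximum activity change above -50%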;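 note: thallium influx rate constant from kinetic fluorescence after stimulation buffer; % is set by controls: 0 for no effect and ±100 for the full control effect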
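Steps: virus added to U2OS suspension (4 h, RT, dark); medium with 10% FBS added, cells plated, 37 C overnight; FluxOr/Red40 loading buffer 45 min RT; stimulation buffer, 2 min kinetic read; rate constant normalized.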
Coupling enz: coupling enzyme interference in Giardia aldolase counter-screen; coupling enzyme system counterscreen, AmpLite Red fluorescence; activity change, negative = inhibition, % at 58.2 µM, hits read low; 0.67% of 290,000 active; AID 2472; in the data active = activity change below about -30%; note: % is set by controls: 0 for no effect and ±100 for the full control effect
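Counterscreen of the coupled detection system alone, without aldolase: glyceraldehyde-3-phosphate coupling enzymes plus AmpLite Red readout. Compounds at 57.5 uM final, 10 min RT preincubation, 20 min RT reaction, fluorescence 525/598 nm.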
Menin MLL FP TR: menin-MLL binding inhibition, Texas Red mutant peptide; O00255; Potency, µM (titrated, usually from 61.6 µM), without a hit: at the top dose FP activity change, negative = inhibition, hits mostly inhibitors; 0.23% of 270,000 active; AID 1768; Menin + Texas Red MLL mutant peptide, fluorescence polarization; active = well fitted inhibition curve with a large enough effect in the polarisation, with a control signal flat, not every such curve was filed as active; inconclusive = small, poorly fitted or top-dose-only effect, or effect the other way, or a change in a side signal; inactive = no such curve, though single readings can be large or run the other way; the % refers to the polarisation; note: potency is the fitted concentration of half-maximal effect; % of control where 0% means no effect; many of its hits are not listed in these tables
PKM2 activator: activators of human pyruvate kinase M2 | purified PKM2, Kinase-Glo ATP luminescence, activation; response scale: 0% is enzyme alone, no compound | Potency, µM (titrated, usually from 57.5 µM), inactives show top-dose activation, usual class: activators | 0.34% of 260,000 active; note: potency is the fitted concentration of half-maximal effect; % is set by controls: 0 for no effect and ±100 for the full control effect; nearly all actives have a fitted effect of over 55% in size
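Kinase-Glo luminescence reports ATP generated from ADP (0.1 mM) and PEP (0.5 mM) by purified hPK-M2 after 1 h at room temperature, pH 7.2 imidazole buffer; intermediate enzyme activity allows detecting inhibitors and activators.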
Starred values were filed as active, the others as inactive; i = inactive; ? = inconclusive; . = not tested or not shown; [ ] = another dose, or the depositor's remark. Unless noted, calls come from the whole dose curve; as a rule, active = well fitted curve in the direction sought with a large enough effect; inconclusive = small, poorly fitted or top-dose-only effect, or another doubt; inactive = no such curve, though single readings can be large; an effect the other way counts as inactive or inconclusive. A portion of the library; count on the stated rates, not on these rows.

SMILES	USP2a inh	hERG WT inh	TRPV1 agonist	B2AR arrestin	GALK inh	CXXC DNA block	Giardia kill	KCNH2 3.1 inh	Coupling enz	Menin MLL FP TR	PKM2 activator
O=C(CNc1cc([N+](=O)[O-])ccc1NCCO)Nc1cccc(S(=O)(=O)N2CCCCC2)c1	2%	-8	0	0.0%	.	.	3	15	.	.	.
FC(F)(F)c1ccc(Cl)c(-n2c(-c3cc(C4CC4)[nH]n3)n[nH]c2=S)c1	1%	1	0	-1.1%	.	3%	-2	-6	4	.	9%
CC(C)(C)n1nnnc1SCC(=O)Nc1nn(-c2ccccc2)nc1C(N)=O	1%	8	1	-0.2%	8%	-5%	-3	?	1	-28%	-2%
Cc1cc(C)c(NC(=O)CSc2nc(COc3ccccc3)nc3ccccc23)c(C)c1	-3%	1	-4	0.1%	0%	-9%	-17	-18	0	-12%	-11%
CN(C)c1ccc(C(C(=O)NCC2CCCO2)N(C(=O)c2snc(C(N)=O)c2N)c2ccc3c(c2)OCO3)cc1 (stereo not given)	-1%	-5	4	-0.7%	9%	7%	2	-2	0	-13%	6%
Nc1cc(Cl)ccc1Oc1ccc2ccccc2c1	2%	11	4	0.0%	1%	-1%	-9	2	0	23%	2%
COc1ccc(/C(C)=N/NC(=O)CNC(=O)/C=C\c2ccccc2)c(OC)c1	-1%	9	1	-0.2%	5%	4%	-5	-2	0	2%	-3%[0.46 µM]
COc1cc(/C=C/C(=O)N2CCN(Cc3ccccc3)CC2)cc(OC)c1OC	7%	0	19	0.0%	0%	-7%	19	1	1	-19%	.
Cn1nc(CC(=O)NC2CCCCCCCCCCC2)c2ccccc2c1=O	1%	2	-5	0.2%	-4%	21%	-6	0	0	6%	0%
CCOc1ccc(C2c3c(oc4cc(C)c(C)cc4c3=O)C(=O)N2CCCN2CCOCC2)cc1 (stereo not given)	-3%	-12	0	-0.3%	2%	5%	7	-7	-3	-9%	29%
O=C(Nc1ccc(-c2csc(Nc3ccccc3)n2)cc1)c1cccc(C(F)(F)F)c1	-6%	.	-1	-0.1%	5%	0%	3	.	-5	.	4%
CCOC(=O)c1cnc2c(-c3ccccc3)cnn2c1C	-3%	i	5	0.0%	-2%	-7%	-3	-9	-1	-19%	-2%
CCc1ccc(N2C(=O)CC(N3CCN(Cc4ccc5c(c4)OCO5)CC3)C2=O)cc1 (stereo not given)	4%	-20	3	-0.1%	-3%	3%	2	-2	-2	-3%	4%
CCCCN=C1NN=C(c2ccc(C)c(C)c2)CS1	-3%	-1	17	7.4%	-2%	6%	-5	-38	-4	4%	?
CC1(C)Cc2c(cnn2-c2ccccc2)C(=O)/C1=N\NC(=O)c1ccccc1O	2%	-2	26	-0.9%	-3%	-3%	15	0	0	10%	5%
O=C(CSc1nc(-c2ccccc2)cs1)N1CCN(C(=O)c2ccco2)CC1	0%	7	-3	0.1%	1%	2%	-19	-7	7	-4%	4%
O=C(N1CCc2[nH]c3ccccc3c2C1)C(F)(F)F	4%	-9	7	-0.5%	6%	4%	-18	-14	-1	10%	.
COc1ccc(NC(=O)CC2SC(N3CCOCC3)=NC2=O)cc1OC (stereo not given)	3%	-10	-5	-0.8%	.	.	12	-18	.	.	.
Cc1cccc(C(=O)N2CCN(Cc3nc4sc5c(c4c(=O)[nH]3)CCCC5)CC2)c1	3%	-6	1	-0.2%	-1%	?	-13	0	-2	.	.
Cc1ccccc1NS(=O)(=O)c1cc(S(C)(=O)=O)ccc1C	2%	-1	-5	-1.1%	1%	-3%	-18	-9	1	9%	-4%
CCCCCCC(=O)Oc1cccc(N2C(=O)C3CCCCC3C2=O)c1 (stereo not given)	0%	.	?	-0.1%	-3%	236%[activator]	-12	-19	-5	?	18%
COc1cccc2cc(C(=O)NCc3ccco3)c(=Nc3ccc(C(=O)O)cc3)oc12	6%	-7	-2	-0.4%	-1%	13%	-13	4	1	9%	0%
COc1ccc(CC(=O)OCC(=O)NCc2ccc(F)cc2)cc1	1%	3	.	-0.2%	.	.	0	16	.	.	.
CCOc1c2ccc(C(=O)NCc3ccc4c(c3)OCO4)cc2nn1CCOC	1%	-10	-1	0.2%	.	4%	-2	8	1	-9%	-3%
COc1ccc(NC(=O)CSc2ccc3c(c2)OCCO3)cc1	-1%	-8	.	-0.4%	.	.	4	-21	.	.	.
CN1CCC(N(C)C(=O)c2ccc(Cl)c(S(=O)(=O)N3CCCCC3)c2)CC1	1%	15	2	0.3%	.	.	2	-9	.	.	.
CCn1cc(C(=O)O)c(=O)c2cc(F)c(N/N=C/c3ccccc3)cc21	5%	-4	-1	1.9%	0%	-2%	1	-20	-2	0%	-1%
CC(=O)Nc1ccc(Sc2ccccc2C(=O)Nc2ccc(F)cc2)cn1	14%	-9	3	-0.2%	0%	2%	1	13	1	1%	22%
COC(=O)C(Cc1ccccc1)NC(=O)CC(C)CC(=O)Nc1ccc(OC)cc1OC (stereo not given)	1%	-2	-4	-0.2%	-3%	-20%	?	30	3	10%	-1%[11.5 µM]
CCc1cccc(CC)c1NC(=O)C1CCN(C(=O)c2ccco2)CC1	2%	-5	1	0.2%	0%	-2%	-13	-21	2	4%	-8%
Cc1nc2ccccc2c2oc(C(=O)NCC3CCCO3)cc12 (stereo not given)	0%	-11	6	0.2%	-2%	-12%	5	-8	4	-9%	1%
CCOC(=O)c1c(NC(=O)COC(=O)CC(NC(C)=O)c2ccccc2)sc(C(=O)NC)c1C (stereo not given)	2%	-5	-2	-0.2%	.	.	0	2	.	.	.
CCNS(=O)(=O)c1ccc(NC(=O)CC(C)c2ccccc2)cc1 (stereo not given)	4%	-5	18	-0.1%	-1%	26%	40[activator]	-18	-1	21%	7%
Cc1c(C(=O)Nc2c(F)cccc2F)sc2ncnc(N3CCN(c4ccccc4)CC3)c12	-11%	10	-1	0.2%	-2%	2%	-12	-13	-6	-2%	-4%
Cc1ccc(S(=O)(=O)CCC(=O)OCC(=O)NCc2ccc(Cl)cc2)cc1	-3%	-1	4	-0.2%	-1%	-2%	6	-7	2	-7%	6%
CN1CCC(OC(=O)c2ccc(Cl)cc2Cl)CC1	-1%	.	2	-0.1%	2%	9%	5	-11	0	11%	1%
COc1ccc(/C=C/C(=O)OCC(=O)NC2CCCCCC2)cc1OC	3%	-8	.	-0.2%	.	.	-10	-15	.	.	.
Cc1ccc(O)c(-c2cc(C(F)(F)F)[nH]n2)c1	1%	2	3	0.4%	-1%	-12%	12	1	2	-29%	0%
CO/N=C(\C)C(Cc1ccc(Cl)nc1)Cc1ccc(Cl)nc1	0%	-11	-5	-0.6%	.	-3%	-16	1	-3	-21%	.
Cc1ccc(SCc2cc(=O)n3ccsc3n2)c(C)c1	2%	.	3	-0.3%	-1%	3%	.	.	-4	-11%	-1%
O=C(NC(NC(=S)Nc1ccccc1C(=O)O)C(Cl)(Cl)Cl)c1ccco1 (stereo not given)	4%	1	-1	0.0%	0%	9%	3	6	4	5%	0%
COCCN(C(=O)CSc1nnc(-c2ccc(C)c(C)c2)o1)c1c(N)n(CC(C)C)c(=O)[nH]c1=O	0%	2	2	0.0%	.	.	10	-4	.	.	.
COC(=O)c1ccc(Cl)c(NC(=O)CN(c2ccc3c(c2)OCO3)S(C)(=O)=O)c1	1%	4	0	0.0%	0%	2%	5	-8	3	7%	6%
COc1ccc(-c2nnc(Nc3nc4c(OC)cccc4s3)o2)cc1	-3%	-16	0	-0.2%	0%	15%	?	22	-1	16%	0%
Cc1ccc(CN2C(=O)C3CCCN3c3ccc(S(=O)(=O)N4CCOCC4)cc32)cc1 (stereo not given)	5%	.	-2	-0.3%	-5%	-2%	.	.	0	-17%	1%
COc1c2ccoc2nc2c(OC)c(OCC(OC(C)=O)C(C)(C)O)ccc12 (stereo not given)	1%	-2	-5	0.0%	1%	6%	0	10	0	-20%	0%
Cn1cnnc1SCC(=O)N1CCN(C(=O)c2ccco2)CC1	-1%	-15	1	0.0%	1%	4%	4	0	0	-14%	0%
CCOc1cc2[nH]c(=O)n(CCCCCC(=O)NC3CCCC3)c(=O)c2cc1OCC	2%	-1	1	-0.5%	0%	-6%	-12	6	.	.	.
Nc1cc(N2CCCC2)c(Cl)cc1[N+](=O)[O-]	1%	-8	5	-1.0%	0%	5%	-10	3	-9	19%	15%
CCC(NC(=O)c1[nH]c(C)c(C(C)=O)c1C)c1ccc(Br)cc1 (stereo not given)	1%	0	-1	0.0%	12%	28%	-4	-12	0	13%	?
